# Assay outcomes (PubChem)
# mIDH1 inhibitor = blocks human mutant IDH1 R132H enzyme; 0.093% of 390,000 active; Potency, µM (highest dose often 76.6 µM), for inactives: at the highest dose activity change, negative = inhibition, most hits filed as inhibitors; AID 602179; IDH1-R132H enzyme, NADPH consumption, diaphorase/resazurin fluorescence; O75874; further: potency means the concentration at half of the fitted maximal effect; on the % scale 0 is the no-effect control and ±100 the full control effect; nearly all actives have a fitted effect of over 65% in size
#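 IDH1-R132H (0.5 ug/mL) preincubated 30 min with compound, then NADPH (0.016 mM) and alpha-KG (2 mM) added; 80 min at RT, pH 7.5. Remaining NADPH coupled via diaphorase/resazurin to fluorescence (540/590 nm); concentration-response curves normalized to no-enzyme control.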
# Vif-APOBEC3F blk = Vif-A3F binding inhibition; HeLa A3F-eYFP + Vif (tagged APOBEC3F with the HIV-1 protein that degrades it), YFP fluorescence increase; Potency, µM (doses to about 46.1 µM), without a hit: at the top dose activity, negative = active; 0.2% of 390,000 active; further: potency means the concentration at half of the fitted maximal effect; % of control where 0% means no effect; nearly all actives have a fitted effect of over 65% in size
#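 HeLa cells stably expressing A3F-eYFP plus Vif, plated and incubated overnight at 37 deg C, then exposed to compounds overnight at 37 deg C. Blocked degradation read as raised yellow fluorescence (Ex 488/Em 500-530).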
# GRP78 ERSR act = ER stress response induction in glioma. Potency, µM, for inactives: at the highest dose activation, hits mostly activators. U87-MG GRP78 promoter luciferase reporter, 16 h. 0.02% of 420,000 active; further: potency means the concentration at half of the fitted maximal effect; series mostly up to about 76 µM; % of control where 0% means no effect; nearly all actives have a fitted effect of over 35% in size
#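 ERSR induction read as luciferase luminescence (Bright-Glo, 10 min at room temperature) in stably transfected human U87-MG glioma cells exposed to compounds for 16 h, using GRP78 as sensor.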
# LDHA inh = inhibitors of human lactate dehydrogenase A | P00338 | purified LDHA, NADH/diaphorase-resazurin fluorescence; stronger effect = lower value | activity change, % (values are at about 110 or 230 µM) | 0.15% of 480,000 active | AID 1347041; in the data active means activity change below about -30%; inconclusive means mostly about -25% to -30%;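 further: plate controls were DMSO wells for no effect and wells without enzyme for full effect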
#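 Human LDH5 at 2 nM final in Tris HCl pH 7.4 with 0.06 mM NADH and 0.2 mM pyruvate, reacted 5 minutes at room temperature. Remaining NADH coupled via diaphorase/resazurin; resorufin fluorescence read at 0 and 20 minutes, normalized to enzyme-free and DMSO wells.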
# Vif-A3G inh = Vif-A3G binding inhibition; HeLa A3G-eYFP + Vif (tagged APOBEC3G with the HIV-1 protein that degrades it), YFP fluorescence, overnight; Potency, µM (doses to about 46.1 µM), for inactives: at the highest dose activity, negative = active, hits mostly inhibitors; 0.076% of 410,000 active; AID 602310;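 further: potency means the concentration at half of the fitted maximal effect; on the % scale 0 is the no-effect control and ±100 the full control effect; nearly all actives have a fitted effect of over 60% in size; hits raise eYFP signal because A3G escapes Vif-driven loss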
# Target sequence (Q9HC16 whole entry, looked up): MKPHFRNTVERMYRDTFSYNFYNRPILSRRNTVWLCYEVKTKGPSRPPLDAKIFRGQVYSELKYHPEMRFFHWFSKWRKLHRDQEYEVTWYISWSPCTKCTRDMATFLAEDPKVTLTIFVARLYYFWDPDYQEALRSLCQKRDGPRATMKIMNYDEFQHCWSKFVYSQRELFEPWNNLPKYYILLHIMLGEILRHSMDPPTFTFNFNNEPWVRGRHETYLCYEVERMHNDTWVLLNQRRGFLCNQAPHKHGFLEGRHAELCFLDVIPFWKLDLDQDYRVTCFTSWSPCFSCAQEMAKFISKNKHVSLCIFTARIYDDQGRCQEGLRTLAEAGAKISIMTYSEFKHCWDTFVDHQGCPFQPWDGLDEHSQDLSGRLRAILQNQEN
#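 Read-out is eYFP fluorescence (Ex 488/Em 500-530) from Vif-expressing HeLa A3G-eYFP cells; more signal means A3G escaped Vif-mediated degradation. Cells plated overnight, compound pinned in, incubated overnight at 37 deg C.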
# USP1 inh = USP1/UAF1 (human) deubiquitinase inhibition | O94782 | recombinant USP1/UAF1, Ub-Rhodamine cleavage fluorescence | Potency, µM (series often up to 57.1 µM), inactives show top-dose activity change, negative = inhibition, most hits filed as inhibitors | 0.23% of 390,000 active; further: potency means the concentration at half of the fitted maximal effect; on the % scale 0 is the no-effect control and ±100 the full control effect; nearly all actives have a fitted effect of over 60% in size; inactives centre near -12
#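 USP1/UAF1 complex (1 nM) preincubated 15 min at room temperature with compound, then Ub-Rho substrate (150 nM final) added. Kinetic fluorescence at 480/540 nm over 6 reads at 60 s intervals; 50 mM HEPES pH 7.8, 0.5 mM EDTA, 0.1 mg/ml BSA, 1 mM TCEP, 0.01% Tween-20.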
# RGS4 inhibitor = blocks human RGS4-accelerated GTP hydrolysis | Potency, µM (top dose mostly 114 µM), for the others: top-dose activity change, negative = inhibition, usual class: inhibitors | 0.039% of 390,000 active | AID 504845 | P49798 | Transcreener GDP fluorescence polarization, RGS4-accelerated GTP hydrolysis; further: potency means the concentration at half of the fitted maximal effect; on the % scale 0 is the no-effect control and ±100 the full control effect; nearly all actives have a fitted effect of over 75% in size; some results filed as inactive show a strong effect at the top dose
# Target sequence (P49798 whole entry, looked up): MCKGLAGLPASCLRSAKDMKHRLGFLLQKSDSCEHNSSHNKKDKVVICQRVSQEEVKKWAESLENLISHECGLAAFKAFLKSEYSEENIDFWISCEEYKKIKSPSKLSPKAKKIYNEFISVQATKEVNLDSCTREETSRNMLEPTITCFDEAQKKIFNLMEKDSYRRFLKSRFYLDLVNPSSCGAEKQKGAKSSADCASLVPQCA
#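 MLSMR compounds (23 nl, pin-transferred) preincubated 10 min at room temperature with a 500nM (2x) first reagent, then RGS4 at 900nM (2x) plus Transcreener GDP mix added; fluorescence polarization (620/688 nm) read before and after 90 min at 30 °C.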
# TrxR1 substrate = substrates of rat thioredoxin reductase 1. 0.01% of 390,000 active. O89049. Potency, µM (highest dose often 114 µM), inactives show top-dose activity change, negative = substrate turnover. purified TrxR1 substrate turnover, NADPH consumption readout; further: potency means the concentration at half of the fitted maximal effect; on the % scale 0 is the no-effect control and ±100 the full control effect; nearly all actives have a fitted effect of over 50% in size
# Target sequence (O89049 whole entry, looked up): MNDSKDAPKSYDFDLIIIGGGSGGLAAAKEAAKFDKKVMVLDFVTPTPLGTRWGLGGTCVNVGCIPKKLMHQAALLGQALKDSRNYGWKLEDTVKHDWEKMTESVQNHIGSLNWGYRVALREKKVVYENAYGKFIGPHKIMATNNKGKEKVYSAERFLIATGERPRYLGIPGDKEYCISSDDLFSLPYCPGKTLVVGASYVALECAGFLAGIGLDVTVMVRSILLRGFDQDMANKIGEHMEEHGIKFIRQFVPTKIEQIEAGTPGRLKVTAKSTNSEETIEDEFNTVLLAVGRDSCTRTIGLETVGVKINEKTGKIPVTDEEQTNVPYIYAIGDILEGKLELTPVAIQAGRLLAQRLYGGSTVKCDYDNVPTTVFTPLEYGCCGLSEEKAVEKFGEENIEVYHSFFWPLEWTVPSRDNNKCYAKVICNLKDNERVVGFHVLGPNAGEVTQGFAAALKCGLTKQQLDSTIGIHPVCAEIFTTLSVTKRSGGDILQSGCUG
#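 Rat TrxR1, dispensed at 90 nM, was prereduced with 400 uM NADPH (final) for 5 min at ~22 deg C, then incubated with compound 15 min before 400 uM selenite. A first-read NADPH fluorescence drop versus no-compound background flagged substrates.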
# TrxR1 inh = inhibitors of rat thioredoxin reductase 1. AID 588453. recombinant rTrxR1, NADPH fluorescence consumption, selenite substrate. O89049. 1% of 390,000 active. Potency, µM (doses to about 114 µM), without a hit: top-dose activity change, negative = inhibition, hits mostly inhibitors; further: potency means the concentration at half of the fitted maximal effect; on the % scale 0 is the no-effect control and ±100 the full control effect; nearly all actives have a fitted effect of over 65% in size
#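 Rat TrxR1 (90 nM in the dispensed reagent) was pre-reduced with 400 uM NADPH for 5 min at room temperature, then incubated with compound for 15 min. After 400 uM selenite was added, NADPH fluorescence (Ex 340/Em 450 nm) was followed for 8 min.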
# An asterisk follows results filed as active; ? = inconclusive; / = not tested or not shown; & = joins results of further samples; [ ] = another dose, or the depositor's remark. Unless noted, the call rests on the fitted dose curve; in most records, active means well fitted curve in the direction sought with a large enough effect; inconclusive means small, poorly fitted or top-dose-only effect, or another doubt; inactive means no such curve, though single readings can be large; an effect the other way counts as inactive or inconclusive. An excerpt. The share of hits here may be higher or lower than overall.
SMILES,mIDH1 inhibitor,Vif-APOBEC3F blk,GRP78 ERSR act,LDHA inh,Vif-A3G inh,USP1 inh,RGS4 inhibitor,TrxR1 substrate,TrxR1 inh
O=C(Cc1ccccc1)Nc1ccc(C(=O)O)cc1,-1.2%,0.1%,2.0%,-3.2,1.7%,-9.9%,12.4%,6.7%,9.6%
O=C1C[C@@H]2c3c(cccc3CN1Cc1ccccc1F)C[C@@H](O)[C@H]2O,7.1%,7.3%,-0.6%,-4.6,1.5%,-23.2%,17.6%,11.2%[57.1 µM],9.2%[57.1 µM]
Cc1[nH]c2ccccc2c1NC(=O)CN1CCN(c2cccc(C(F)(F)F)c2)CC1,0.8%,-3.6%,-5.0%,-2.3,-2.9%,-11.8%,-5.2%,-10.3%,-4.2%
Cc1ccccc1SCc1noc(C(=O)NCC2CCCO2)c1C(=O)O (stereo not given),-3.5%,0.5%,1.7%,-16.7,0.9%,-11.8%,5.3%,2.6%,11.3%
Cc1ccc(CN(C)CC(=O)Nc2cccc([N+](=O)[O-])c2)o1,7.6%,7.3%,0.2%,3.0,-2.7%,-14.4%,2.6%,-7.6%,-12.2%
COc1ccc(N2C(=O)C(CC(N)=O)N(NC(=O)c3cccc(OC)c3)C2=S)cc1 (stereo not given),1.7%,-27.0%,10.4%,-0.6,0.6%,-4.7%,12.0%,-0.6%[57.1 µM],8.8%[57.1 µM]
COC(=O)c1ccccc1N=Nc1c(C)[nH][nH]c1=O,-2.8%,10.1%,-1.1%,-4.0,0.5%,-22.4%,-14.6%[11.4 µM],-6.9%,-1.9%
CCNC(=O)CCc1nc(-c2ccc(C)cc2)no1,3.2%,1.4%,-2.5%,-0.7,-0.7%,1.0%,-20.8%,-0.3%[57.1 µM],-0.5%[57.1 µM]
Cc1nc2ccc(NC(=O)c3ccc(Cl)nc3)cc2s1,4.6%,-4.4%,7.7%,0.2,-2.8%,-8.3%,11.4%,-4.1%,-9.8%
Cn1cc(-c2cccc(Cl)c2)cc(C#N)c1=O,1.9%,3.6%,1.0%,-2.5,-0.3%,-5.3%,-20.9%,23.3%[57.1 µM],16.1%[57.1 µM]
O=C1CC(c2cccs2)CC(O)=C1C=NCCN1CCNCC1 (stereo not given),-0.2%,-1.3%,-4.2%,1.6,0.4%,-10.9%,-3.3%,-7.2%,-25.6%
CC(C)Cn1c(N)c(C(=O)COC(=O)C2CC(=O)N(Cc3ccccc3Cl)C2)c(=O)n(C)c1=O (stereo not given),7.8%,-14.0%,-2.0%,-4.9,4.1%,-12.0%,2.7%,-8.3%,-14.4%
CC(=O)NN1C(=O)/C(=C/c2ccc(C(C)C)cc2)SC1=S,3.7%,-14.5%,7.3%,-8.8,0.5%,-6.9%,-31.9%,-15.4%,-22.4%
CC(=O)Nc1ccc(-n2c(=O)c3ccccc3c3ccccc3c2=O)cc1,3.6%,-7.2%,-0.9%,-6.7,?,-1.6%,-5.7%,10.3%[57.1 µM],7.4%[57.1 µM]
CCc1ccc(OC(=O)c2ccn(CC)n2)cc1,-1.2%,-5.3%,6.3%,0.9,2.1%,6.5%,10.2%,-7.8%,-14.7%
Nc1ccccc1C(=O)Nc1cccc2ccccc12,0.8%,-1.3%,13.3%,3.8,-7.0%,-11.4%,-7.3%,0.0%,5.3%
O=C(Cc1ccccc1)Nc1ccc(Br)c(Cl)c1,0.5%,-20.4%,-1.7%,-0.7,2.0%,-8.3%,-1.4%,-12.7%,-16.2%
C=CCn1c(-c2csc(-c3ccc(OC)c(OC)c3)n2)n[nH]c1=S,0.7%,?,-6.8%,-11.4,-0.7%,-9.7%,-26.8%,11.6%[57.1 µM],15.2%[57.1 µM]
COc1ccccc1CN1CC(C(=O)NCC2CCCO2)CC1=O (stereo not given),-7.6%,-7.1%,-1.4%,-3.7,4.1%,11.9%,-14.2%,3.6%,14.4%
CCC(C)(C)c1ccc(Oc2ccc(NC(=O)COC(=O)C3=COCCO3)cc2)cc1,8.5%,2.4%,-15.8%,-0.3,2.5%,-23.2%,-32.8%,-9.1%,6.0%
O=S(=O)(c1ccccc1)c1nnn2c1nc(N1CCN(c3ccccc3)CC1)c1cc(Cl)ccc12,-3.7%,3.6%,-3.9%,0.0,1.5%,-1.1%,27.6%,1.9%,19.2%
COCCOCC(O)CN1CCN(c2ccc(C)cc2)CC1 (stereo not given),2.6%,2.1%,-1.1%,-19.8,-0.5%,6.8%,-6.4%[11.4 µM],2.3%,4.5%
CN(C)CCNc1oc(COc2ccc(Cl)cc2)nc1C#N,-5.2%,/,-4.4%,-1.0&0.8,-0.8%,-0.2%,-36.5%,8.0%,14.1µM*
O=C(Nc1c(Cl)cccc1Cl)c1ccc(-c2ccccc2)cc1,6.8%,-7.2%,-0.5%,-12.4,-3.2%,-26.9%,6.8%,8.7%,24.1%
CCOC(=O)Cn1nc(C)n(-c2ccc(C)cc2)c1=O,0.3%,1.0%,-3.2%,2.5,-0.3%,-9.9%,2.0%,-13.7%,-11.2%

# Three structures already listed, ordered by SMILES length, high to low.
SMILES,mIDH1 inhibitor,Vif-APOBEC3F blk,GRP78 ERSR act,LDHA inh,Vif-A3G inh,USP1 inh,RGS4 inhibitor,TrxR1 substrate,TrxR1 inh
O=C1CC(c2cccs2)CC(O)=C1C=NCCN1CCNCC1 (stereo not given),-0.2%,-1.3%,-4.2%,1.6,0.4%,-10.9%,-3.3%,-7.2%,-25.6%
CN(C)CCNc1oc(COc2ccc(Cl)cc2)nc1C#N,-5.2%,/,-4.4%,-1.0&0.8,-0.8%,-0.2%,-36.5%,8.0%,14.1µM*
CCNC(=O)CCc1nc(-c2ccc(C)cc2)no1,3.2%,1.4%,-2.5%,-0.7,-0.7%,1.0%,-20.8%,-0.3%[57.1 µM],-0.5%[57.1 µM]

# The list goes on.
SMILES,mIDH1 inhibitor,Vif-APOBEC3F blk,GRP78 ERSR act,LDHA inh,Vif-A3G inh,USP1 inh,RGS4 inhibitor,TrxR1 substrate,TrxR1 inh
O=C(O)CSCc1ccc(C(=O)O)o1,0.4%,3.0%,-1.4%,0.0,-0.4%,-13.1%,-18.1%,1.7%,-3.2%
COC(=O)c1ccccc1NC(=O)CN(c1ccc(Cl)cc1)S(=O)(=O)c1ccc(OC)cc1,28.6%,0.0%,1.5%,-5.9,4.2%,-12.9%,4.8%,-1.0%,11.5%
Brc1cnc(N2CCCC2)nc1N1CCOCC1,6.1%,-3.3%,-0.7%,-0.5,-3.6%,-20.7%,-7.8%,-1.2%,-0.5%
CCOC(=O)c1ccc(N/C(=N/S(=O)(=O)c2ccccc2)c2ccccc2)cc1,5.5%,1.5%,0.3%,-0.3,-6.8%,-17.6%,-8.7%,-7.6%,4.5%
C[C@H]1CN=C(N(C)C)N1CCCC1CCCCC1,4.8%,0.1%,-2.9%,0.3,0.4%,?,-3.0%,0.6%,1.3%
CN1CC(c2ccccc2)Oc2ccccc2C1=S (stereo not given),4.9%,-1.5%,-3.3%,-1.2,-2.9%,-25.2%,0.4%,5.4%,31.8%
COC(=O)C1=NN[C@H](C(=O)OC(C)(C)C)[C@H]1c1ccccc1,1.9%,2.4%,-3.7%,1.1,0.1%,-12.8%,-22.5%,-12.6%,-1.0%[57.1 µM]
CCCC(=O)NNc1cc(=O)c2c(=O)n(C)c(=O)n(C)c2[nH]1,6.0%,-4.6%,-0.8%,1.2,0.2%,-20.4%,40.3%,10.7%[57.1 µM],14.0%[57.1 µM]
O=C(Nc1ccc2c(c1)OCO2)Nc1cnccn1,4.6%,-4.5%,3.4%,1.3,-0.9%,-13.9%,13.7%,9.8%,17.5%
CCOc1ccc(N(CC(=O)Nc2ccc(Br)cc2)S(C)(=O)=O)cc1,1.8%,8.6%,-0.9%,-11.6,-6.9%,-5.2%,-7.0%,4.2%[2.29 µM],36.1%
CCOC(=O)CCc1c(C)n(CC)c2ncnn2c1=O,4.2%,-11.7%,-1.8%,-12.8,-1.2%,-23.7%,-4.2%,3.5%,6.1%
Cc1ccccc1Nc1c(-c2ccccc2O)nc2sccn12,4.4%,-11.9%,-3.0%,1.7,?,-16.4%,-14.8%,2.5%,8.0%
Cn1ncc2nc[nH]c(=O)c21,0.9%,-5.7%,-7.9%,-16.4,-0.4%,-5.2%,20.2%,-0.8%,12.2%
CCCCOc1nc2ccccc2nc1NS(=O)(=O)c1ccc(F)cc1,0.0%,10µM*,3.0%,-1.4&10.9,-25.0%,-17.9%,-10.9%,-7.8%,1.2%
Cn1c(SCc2cc(=O)[nH]c3ccccc23)nnc1-c1ccc(Br)cc1,0.5%,-3.5%,-5.4%,-3.4,-4.5%,-22.0%,19.9%,9.8%[57.1 µM],10.6%[57.1 µM]
COc1ccc(C(=O)C2CCCN(S(=O)(=O)c3ccc(C(C)=O)cc3)C2)c(C)c1 (stereo not given),-8.2%,3.1%,-4.9%,0.6,0.0%,-15.0%,-0.8%,-8.1%,14.5%
O=C1NC(=O)/C(=C\c2ccc(O)cc2O)S1,-2.4%,-2.3%,0.3%,9.9,-4.2%,-22.2%,?,-1.9%[57.1 µM],-6.6%[57.1 µM]
